Bioassay records from PubChem.
CASP6 VEID inh: caspase-6 (human) enzyme inhibition; inhibition, % at 12.5 µM; 350,000 compounds, 0.53% hits; purified caspase-6, Z-VEID-R110 cleavage fluorescence; P55212;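 active means mean inhibition across replicates at least about 35%, with every replicate also reaching that limit, limit read from the data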;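 further: 0% = median of neutral control wells and 100% = no fluorescence left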
SIRT5 inh: blocks human SIRT5 desuccinylation of peptide | inhibition, % at 15 µM | Purified SirT5, succinyl-peptide AMC, trypsin-coupled fluorescence | AID 652115 | 330,000 compounds, 1.1% hits | Q9NXA8; in the data active means inhibition above about 15%
Target sequence (Q9NXA8 whole entry, looked up): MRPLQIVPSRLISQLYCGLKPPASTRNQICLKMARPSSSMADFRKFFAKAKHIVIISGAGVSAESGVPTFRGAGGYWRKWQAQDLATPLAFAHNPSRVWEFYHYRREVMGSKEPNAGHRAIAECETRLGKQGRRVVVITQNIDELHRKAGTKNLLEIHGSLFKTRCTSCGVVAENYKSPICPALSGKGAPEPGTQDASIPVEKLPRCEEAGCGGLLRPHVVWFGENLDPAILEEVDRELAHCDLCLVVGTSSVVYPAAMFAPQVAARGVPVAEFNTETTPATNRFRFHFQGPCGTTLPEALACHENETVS
DENV2 CPE: inhibitors of DENV2 cytopathic effect; DENV2-infected cells, cytopathic effect rescue, plate reader; CPE inhibition, % at 9.99 µM; 350,000 compounds, 1.7% hits; in the data active means CPE inhibition above about 20%, passing the limit was not always enough; tested in BHK-21 cells;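 further: 0% = median of neutral control wells and 100% = median of positive control wells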
F508del corr: CFTR F508del correction in bronchial cells | CFBE cells, YFP halide quenching; stimulated with forskolin plus potentiator P3; % fluorescence drop versus neutral controls | 350,000 compounds, 0.36% hits | activity (quench increase), % at 7.58 µM;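 active means mean added fluorescence quench of at least 8% versus neutral control, with both replicates also reaching 8%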;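 further: cells transiently co-express mutant CFTR-F508del with the halide-sensitive YFP; corrector assay measuring rescue of mutant channel to the surface after 24 h compound exposure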
ERAP1 inh: ERAP1 (human) enzyme inhibition. inhibition, % at 10.7 µM. 340,000 compounds, 0.15% hits. Q9NZ08. recombinant ERAP1, Leu-AMC fluorescence, 60 min. AID 652197;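 active means mean replicate inhibition of at least 30%, or all replicates individually reaching that 30% level; inactive means mean below 30% and not every replicate reaching it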;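 further: 0% = neutral control wells and 100% = L-leucinethiol positive control wells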
ERp5 inh: blocks human ERp5 reductase activity on insulin; Q15084; ERp5 insulin aggregation, absorbance 650 nm, 90 min; inhibition, % at 9.99 µM; 350,000 compounds, 0.05% hits; AID 651711;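 active means mean replicate inhibition above about 25%, with every replicate also reaching it, limit read from the data, passing the limit was not always enough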
Target sequence (Q15084 whole entry, looked up): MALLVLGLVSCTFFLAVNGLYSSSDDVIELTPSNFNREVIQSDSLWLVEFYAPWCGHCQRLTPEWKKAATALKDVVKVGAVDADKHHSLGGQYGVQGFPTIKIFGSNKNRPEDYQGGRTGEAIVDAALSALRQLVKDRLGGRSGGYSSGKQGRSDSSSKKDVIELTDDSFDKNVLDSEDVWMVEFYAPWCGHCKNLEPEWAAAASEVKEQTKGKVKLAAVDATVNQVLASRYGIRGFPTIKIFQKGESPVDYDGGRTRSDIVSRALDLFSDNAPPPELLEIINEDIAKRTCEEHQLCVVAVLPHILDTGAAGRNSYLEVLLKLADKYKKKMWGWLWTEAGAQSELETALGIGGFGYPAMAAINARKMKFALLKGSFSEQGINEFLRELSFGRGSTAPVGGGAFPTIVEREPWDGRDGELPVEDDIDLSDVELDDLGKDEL
miR122 inh: miR-122 inhibition in Huh7 cells; AID 602342; activation (reporter increase), % at 12.5 µM; Huh7 miR-122 Renilla luciferase sensor, 48 h; neutral wells = 0, positive control = 100; 340,000 compounds, 0.3% hits;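 active means mean replicate activation score at least 90 and every replicate individually at or above 90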;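 further: higher luciferase means less miR-122 activity so hits act as miR-122 inhibitors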
* hit, by the source's call; x = no result given; [ ] = remark or other dose.

SMILES	CASP6 VEID inh	SIRT5 inh	DENV2 CPE	F508del corr	ERAP1 inh	ERp5 inh	miR122 inh
O=C(COc1ccccc1)N1CCN(c2ccccc2)CC1	0	-3	x	1.8	-2	3	x
C[C@@H]1CN([C@H](C)CO)C(=O)c2cc(-c3ccc(F)cc3)cnc2O[C@@H]1CN(C)C(=O)c1cccnc1	-2	-4	4	-0.7	2	-3	1[16.7 µM]
O=CC1=C(N2CCOCC2)/C(=C\c2ccccc2)CC1	5	0	x	0.4	2	-3	2
COCC(=O)Nc1ccc2c(c1)[C@@H]1C[C@H](CC(=O)NCc3ccc(OC)cc3)O[C@H](CO)[C@@H]1O2	7	0	1	1.0	1	15	1[16.7 µM]
Cc1c(Cl)cccc1NC(=S)NC(=O)c1cncc(Br)c1	1	-1	-2	3.1	-1	1	x
Cc1ccc(NC(=O)CN(C)Cc2c(O)ccc3ccccc23)cc1	0	-3	1	-1.6	-1	-1	x
CC(C)N1CC2(CC(c3ccccc3C(F)(F)F)=NO2)CN1C(=O)c1ccc(C(C)(C)C)cc1 (stereo not drawn)	2	1	6	1.9	x	2	-6
O=C(O)c1cccc(Nc2nc(-c3ccc([N+](=O)[O-])cc3)nc3ccccc23)c1	2	3	3	-0.6	-4	-1	x
COc1ccc(/C=N\NC(=O)c2cccc([N+](=O)[O-])c2)cc1Cn1cc([N+](=O)[O-])cn1	0	0	-2	0.3	-3	7	x
O=C(CCc1nnc2ccc(NCc3ccccc3Cl)nn12)NCC1CCN(C2CCCC2)C1 (stereo not drawn)	-35	-1	-4	-0.9	-4	4	2
O=C(CN1C(=O)CSc2ccc(S(=O)(=O)N3CCOCC3)cc21)NCCc1ccccc1	0	0	-5	3.1	0	-4	-1
CCCC#Cc1ccc([C@@H]2[C@@H](CO)N3C(=O)CN(C(=O)c4ccccn4)C[C@H]23)cc1	0	8	0	3.5	-1	1	x
CCN(CC)CCNC(=O)C(=O)Nc1ccc(C(=O)OC)cc1	1	-4	3	1.0	x	0	-2
CC1CCCN1c1ccnc2cc(Cl)ccc12 (stereo not drawn)	-6	x	-3	0.8	-1	5	6
COc1ccc2c(CC(=O)NCc3ccc4c(c3)OCO4)coc2c1	-1	-4	1	-1.0	-2	2	-7
C/C(=C\c1ccccc1)C(=O)Nc1nccs1	-1	-1	0	1.2	10	6	2
O=C(Nc1ccc2c(c1)OCCO2)C1CCCN1C(=O)Nc1ccc(F)cc1 (stereo not drawn)	0	-1	2	-5.4	-3	-4	-5
N#CC1=C(S)N(c2ccccc2)C2(CCCCC2)NC1=O	-1	x	0	-1.4	0	-4	x
CCC(=O)N1CCN=C1SCc1ccccc1Cl	0	x	5	-1.7	0	12	-4
CCN(CC)c1ccc(NC(=O)COc2ccc(-n3cnnn3)cc2)cc1	-2	-1	5	-0.7	1	-6	x
CCOC(=O)C1=C(COC(=O)/C=C/c2cccc(F)c2)NC(=O)NC1C (stereo not drawn)	0	-4	-5	0.6	0	0	-5
Cc1ccc(S(=O)(=O)N2C[C@H]3C(=O)C[C@@H](c4ccc(Cl)cc4)N(S(=O)(=O)c4ccc(C)cc4)[C@H]3C[C@H]2c2ccc(Cl)cc2)cc1	0	-3	5	0.8	0	0	-3
CC(C)CNc1cccc2c1S(=O)(=O)N[C@@H](CC(C)C)CO2	-1	-4	-13	-2.6	9	-1	x
CN(C)CC#Cc1ccc([C@@H]2[C@@H](CO)N3C(=O)CN(C(=O)Cc4ccccc4)C[C@H]23)cc1	x	0	9	-0.8	x	-2	x
CN(c1ccc(F)cc1)S(=O)(=O)c1ccc(Cl)c(C(=O)Nc2ccncc2)c1	4	-2	-5	7.2	0	20	x
CN(C)C(=O)N1CCN(C(=O)c2ccco2)CC1	1	x	-1	-2.7	x	-6	x
O=C(N[C@@H]1C=C[C@H](CC(=O)N2CCN(c3ccccc3)CC2)O[C@@H]1CO)c1ccncc1	-3	2	-6	-0.6	-1	-1	10[16.7 µM]
COc1ccc(CN(C)C[C@@H]2Oc3ccc(NC(=O)CCN4CCOCC4)cc3CC(=O)N([C@@H](C)CO)C[C@@H]2C)cc1	-1	3	-7	-0.1	-3	-4	38[16.7 µM]
CC(C)[C@@H](C)NC(=O)N(C)C[C@H]1OCc2ccccc2-c2ccccc2C(=O)N([C@@H](C)CO)C[C@H]1C	-1	-2	0	-0.2	0	2	x
O=P(C(=S)Nc1ccccc1Cl)(c1ccccc1)c1ccccc1	0	2	-5	-1.1	0	6	x
O=C(Nc1ccccc1C(=O)Nc1ccccc1)c1ccccc1F	-3	-5	3	-0.9	-1	0	x
COc1ccc2c(CC(=O)N3CCN(S(=O)(=O)c4ccc(F)cc4)CC3)coc2c1	-3	-5	11	-1.1	-2	-2	x
CCCc1cc(=O)n2nc(N3CCC(C(=O)Nc4c(F)c(F)c(F)c(F)c4F)CC3)sc2n1	-1	-1	3	3.4	-1	-4	-2
CC1CC2c3cccc(C(=O)O)c3C(=O)N2c2ccc(Cl)cc21 (stereo not drawn)	-1	2	-2	5.2	3	-1	0
COc1ccccc1NC(=O)Cn1nnc(-c2ccccc2NC(=O)c2cnccn2)n1	0	-1	2	-2.3	-2	2	x
CCc1cc2c(COC(=O)c3c(C)noc3C)cc(=O)oc2cc1O	0	-3	10	0.1	-3	2	3
CCC(=O)N(C)C[C@H]1[C@@H](c2ccc(C3=CCCC3)cc2)[C@@H](CO)N1C(=O)CC	1	-2	-9	0.8	1	7	-12[16.7 µM]
Cc1ccc(CCNC(=O)c2nnc(CS(=O)(=O)c3ccccc3)o2)cc1	2	-9	2	-2.8	5	-5	x
COc1ccccc1CC(=O)N1CCOCC1	0	0	-2	-0.6	2	4	x
COC(=O)c1ccccc1COc1cccn2c(N(C)C(=O)CCC3CCCC3)c(C)nc12	5	3	5	-0.1	0	-9	-4
Cc1cccc(N2CCN(C(=O)CCCCCn3c(=S)[nH]c4ccc(N5CCOCC5)cc4c3=O)CC2)c1C	-2	10	-2	-1.0	-1	6	2
O=C(c1cnn2c(C(F)(F)F)cc(-c3ccccc3)nc12)N1CCCc2ccccc21	1	-4	3	-1.3	1	3	0
O=S(=O)(c1ccccc1)N1N=C(c2ccccc2)CC1c1ccccc1F (stereo not drawn)	-5	-3	-1	1.5	2	1	x
CN1CCN(c2ccc(CNC(=O)c3cc4ccccc4o3)cc2)CC1	-8	4	11	1.6	-1	4	x
O=C(CN1CCOCC1)N[C@@H]1CC[C@H](CCNC(=O)C2CCCCC2)O[C@H]1CO	-1	15*	8	-0.9	-3	4	x
NC(=O)COC(=O)c1cccc(NS(=O)(=O)/C=C/c2ccccc2)c1	1	-5	x	1.3	-1	-10	51
COCCn1nnnc1SCC(=O)c1ccccc1	3	-2	x	x	-2	5	-3
O=C(Cc1ccc(Cl)cc1)NCCc1ccc(F)cc1	1	5	-5	2.3	x	-2	-5
CC(C)(C)OC(=O)CC[C@@]12N=C(c3ccc(OCCCO)cc3)O[C@@H]1c1ccccc1CN(C(=O)c1ccccc1)C2=O	-2	6	-1	2.6	-2	1	x
C[C@@H](NC(=O)c1[nH]cnc1C(=O)Nc1cccc(Cl)c1)c1ccccc1	-6	x	-14	0.3	-4	-3	-4
CSc1nccc(NC(=O)c2cccc(Br)c2)n1	1	0	-4	-2.1	1	-1	3
CCN(CC)c1ccc(NC(=O)CCS(=O)(=O)c2cccc3nsnc23)c(C)c1	5	4	11	1.1	2	-1	x
C/C(=N\NC(=O)C1COc2ccccc2O1)c1cc2ccccc2o1 (stereo not drawn)	2	0	0	-1.5	-3	2	-3
CCn1cc(CNCc2c(C(=O)N3CCCCC3)nc3c(C)cccn23)cn1	2	0	-1	1.8	-5	5	1
CCN(CC)c1ncnc2c1ncn2[C@H]1CN(Cc2cccs2)C[C@@H](CO)O1	-1	1	-13	-1.4	-1	-3	12
CC(C(=O)Nc1cccc(Br)c1)c1ccc([N+](=O)[O-])cc1 (stereo not drawn)	-1	1	0	-0.9	4	2	x
Cc1ccc2c(c1)N(C(=O)NC1CCCCC1)C(C)(C)CC2C (stereo not drawn)	-2	-1	x	x	-1	2	1
O=C(Nc1ccc(F)cc1)N1CCCCN2[C@H](CO)[C@@H](c3ccc(C#Cc4ccccc4)cc3)[C@H]2C1	0	3	-24	6.2	2	16	-34[16.7 µM]
COc1ccc(NS(=O)(=O)c2cc(NC(=O)CNC(=O)c3ccc(C)s3)ccc2Cl)cc1	-1	3	-9	-1.4	0	-3	x
CCc1nc(Nc2cccc(OC)c2)c2oc3ccccc3c2n1	1	-4	2	3.5	0	-3	x

More records follow:
SMILES	CASP6 VEID inh	SIRT5 inh	DENV2 CPE	F508del corr	ERAP1 inh	ERp5 inh	miR122 inh
COc1ccc(NC(=O)N(C)C[C@H]2OCc3ccccc3-c3c(n(C)c4ccccc34)C(=O)N([C@@H](C)CO)C[C@H]2C)c(OC)c1	-1	3	-5	3.5	-1	-2	x
COc1ccc(SC[C@H](Cc2ccccc2)N2CC[C@@H](O)CCC2=O)cc1	-5	-3	16	-4.3	-1	2	-1
CCOC(=O)c1c(C)[nH]c(C)c1S(=O)(=O)NCC1CCN(Cc2ccccc2OC)CC1	-13	-3	-3	0.6	-6	2	-1
c1ccc(C2CNCc3c2ccc2ccccc32)cc1 (stereo not drawn)	0	1	17	4.4	0	-7	3
O=c1cc(-c2ccccc2)oc2ccc(Br)cc12	-1	-3	-20	5.0	-5	5	7
COCCSc1ccccc1C(=O)Nc1ccc([N+](=O)[O-])cc1OC	7	1	3	1.4	-2	1	x
CCO[C@@H]1OC(C(=O)N2CCOCC2)=C[C@H](c2ccc(C(F)(F)F)cc2)[C@H]1CCCO	-2	0	4	1.6	-3	3	5
COc1ccc(S(=O)(=O)N2CCOCC2)cc1NC(=O)CSc1nnnn1C1CC1	0	-1	1	-3.1	-2	1	-10
CC1CCN(C(=O)COC(=O)Cn2cnc3c2c(=O)n(C)c(=O)n3C)CC1	-3	-4	-1	2.0	1	3	0
Cc1ccc(CN2CC(=O)N3[C@H]4c5ccccc5OC[C@@H]4[C@H](c4ccccc4)[C@]3(C)C2=O)cc1	3	x	19	3.2	1	1	-7
c1ccc(COc2ccc(CNn3cnnc3)cc2)cc1	0	-2	1	-0.1	-4	3	1
O=C(C1CCN(S(=O)(=O)c2cccnc2)CC1)N1CCN(c2ccc(Cl)cc2)CC1	-2	-5	x	5.2	x	6	x
NC(=O)c1ccc(NC(=O)c2cncn2-c2ccccc2)cc1	1	0	7	0.5	7	2	4
O=C(Nc1ccc(Oc2cccnc2)cc1)C1CCN(Cc2cc(Cl)ccc2O)CC1	0	-4	2	3.0	-3	3	-6
Cc1noc(C)c1NC(=O)N(C)C[C@H]1Oc2ccc(NC(=O)Cn3cnnn3)cc2C(=O)N([C@H](C)CO)C[C@H]1C	-1	1	-9	-1.7	-1	-3	0[16.7 µM]
CCn1c(=NC(=O)C2COc3ccccc3O2)sc2c(C)ccc(OC)c21 (stereo not drawn)	2	-3	-4	-1.3	4	-1	x
CCC(=O)N1CC(=O)N2[C@@H](CO)[C@@H](c3ccc(C#CC4CCCCC4)cc3)[C@@H]2C1	0	-2	-5	-4.7	-4	1	x

This is a random part of the collection, and some 4% of all compounds hit somewhere here.
